Source: PubChem
LRH-1 inv ag: NR5A2 inverse agonism in reporter assay; O00482; HEK293T StAR-luciferase reporter, LRH-1 transfected, 24 h; inhibition, % at 3.6 µM; actives 0.13% (n = 360,000); AID 602396;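 active = inhibition above the mean inhibition of all tested compounds plus 3 SD, cut at about 73% in these data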;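 note: 0% = DMSO wells and 100% = reporter-only cells lacking LRH-1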
NCOA3 inh: inhibits human SRC3 coactivator; HEK293 GAL4-SRC3 luciferase reporter, luminescence; inhibition, % at 3.6 µM; actives 0.17% (n = 360,000);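 active = inhibition above a per-campaign cutoff, the mean of all compounds plus 3 SD, cut at about 60% in these data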;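 note: 0% = DMSO-treated cells and 100% = gossypol-treated cells at 36 µM; higher means less SRC3-driven luciferase light from the GAL4 reporter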
NCOA1 inh: inhibitors of human steroid receptor coactivator 1 (SRC1). Q15788. HEK293 GAL4-SRC1 luciferase reporter, luminescence. actives 0.12% (n = 360,000). inhibition, % at 3.6 µM;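 active = inhibition above the campaign mean plus 3 SD, with each screening campaign given its own cutoff, cut at about 60% in these data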;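 note: 0% = DMSO treated cells and 100% = gossypol at 36 µM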
LMP1 NFkB inh: Epstein-Barr LMP1 NF-kappaB reporter inhibition. AID 504558. LMP1-induced NF-kappaB luciferase reporter cells, luminescence. inhibition, % at 12.5 µM. actives 0.69% (n = 350,000); in the data active = inhibition above about 41%;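 note: 0% = neutral control wells and 100% = reference inhibitor control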
TROY signal inh: inhibitors of TROY-dependent NF-kB signaling; Q293 LMP1-TROYcd NF-kB luciferase reporter, 4 h; inhibition, % at 10 µM; actives 0.98% (n = 360,000);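 active = compounds whose plate-normalised and pattern-corrected inhibition of the luciferase reporter signal at the single screening dose is 50% or more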
NCOA2 inhibitor: inhibits human steroid receptor coactivator 2. actives 0.17% (n = 370,000). inhibition, % at 9 µM. Q15596. AID 651957. HEK293 GAL4-SRC2 luciferase reporter, luminescence;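 active = inhibition above the mean inhibition of all tested compounds plus 3 SD, set per campaign, cut at about 52% in these data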;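 note: 0% = DMSO treated cells and 100% = cells given Gossypol at 36 µM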
Target sequence (Q15596 whole entry, looked up, the tested form may be a part): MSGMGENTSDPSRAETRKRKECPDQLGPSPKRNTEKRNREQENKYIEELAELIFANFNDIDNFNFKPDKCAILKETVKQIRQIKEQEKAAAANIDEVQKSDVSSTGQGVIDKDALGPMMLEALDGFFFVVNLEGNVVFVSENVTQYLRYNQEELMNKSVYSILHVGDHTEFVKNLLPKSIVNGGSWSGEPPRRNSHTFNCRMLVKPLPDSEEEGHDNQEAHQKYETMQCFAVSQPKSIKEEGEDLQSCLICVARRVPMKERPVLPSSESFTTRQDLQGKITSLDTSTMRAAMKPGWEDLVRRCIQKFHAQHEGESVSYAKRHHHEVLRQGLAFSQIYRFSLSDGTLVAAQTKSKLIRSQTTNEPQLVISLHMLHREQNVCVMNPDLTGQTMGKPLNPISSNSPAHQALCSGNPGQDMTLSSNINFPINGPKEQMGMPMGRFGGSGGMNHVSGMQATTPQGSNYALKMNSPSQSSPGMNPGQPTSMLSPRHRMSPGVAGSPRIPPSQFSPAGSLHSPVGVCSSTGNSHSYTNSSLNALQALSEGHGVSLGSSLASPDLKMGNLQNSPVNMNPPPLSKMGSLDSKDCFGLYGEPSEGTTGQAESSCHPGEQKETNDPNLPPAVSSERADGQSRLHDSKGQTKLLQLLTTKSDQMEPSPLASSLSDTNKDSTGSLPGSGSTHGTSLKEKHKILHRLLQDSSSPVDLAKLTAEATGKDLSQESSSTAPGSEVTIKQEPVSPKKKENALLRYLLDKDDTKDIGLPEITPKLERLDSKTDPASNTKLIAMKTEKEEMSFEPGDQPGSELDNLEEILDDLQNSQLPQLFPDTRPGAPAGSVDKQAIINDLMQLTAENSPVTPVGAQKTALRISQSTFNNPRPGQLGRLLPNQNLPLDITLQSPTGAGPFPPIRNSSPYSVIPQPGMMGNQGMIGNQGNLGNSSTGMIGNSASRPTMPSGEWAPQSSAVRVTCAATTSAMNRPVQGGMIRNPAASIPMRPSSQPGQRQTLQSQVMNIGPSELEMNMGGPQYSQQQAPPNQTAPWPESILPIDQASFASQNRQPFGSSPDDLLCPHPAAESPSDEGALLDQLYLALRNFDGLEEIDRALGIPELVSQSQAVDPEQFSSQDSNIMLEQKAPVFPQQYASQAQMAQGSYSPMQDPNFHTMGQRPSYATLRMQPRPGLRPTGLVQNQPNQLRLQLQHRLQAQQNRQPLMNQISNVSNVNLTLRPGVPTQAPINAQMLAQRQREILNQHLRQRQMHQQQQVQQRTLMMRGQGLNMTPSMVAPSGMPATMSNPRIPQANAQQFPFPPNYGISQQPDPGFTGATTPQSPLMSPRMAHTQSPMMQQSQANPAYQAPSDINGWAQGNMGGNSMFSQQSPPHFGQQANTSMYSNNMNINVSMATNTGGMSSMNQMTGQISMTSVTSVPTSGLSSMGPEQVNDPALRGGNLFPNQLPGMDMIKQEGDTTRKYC
TLR9-MyD88 inh: inhibitors of human TLR9-MyD88 binding; Q9NR96+Q99836; AID 504734; actives 0.21% (n = 340,000); CHO BLA complementation TLR9-MyD88, CCF4 FRET ratio; inhibition, % at 4.98 µM;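 active = inhibition above the mean over all tested compounds plus 3 SD, cut at about 21% in these data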;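 note: 0% = DMSO only wells and 100% = clavulanate BLA inhibitor control wells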
TRAIL sens C8: sensitizes caspase-8 expressing cells to TRAIL. inhibition (viability loss, TRAIL sensitization), % at 10 µM. NB7+C8 cells + TRAIL, ATPlite viability luminescence. actives 1% (n = 360,000). AID 624354;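 active = compounds causing at least 50% loss of cell viability in the single-dose screen, relative to plate controls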
NOD2 RIPK2 PPI: NOD2-RIPK2 protein interaction inhibition; O43353; CHO BLA complementation NOD2-RIPK2, CCF4 ratio; inhibition, % at 4.98 µM; actives 0.38% (n = 360,000); in the data active = inhibition above about 21%;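 note: 0% = vehicle only and 100% = reference blocker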
TWEAK Fn14 block: blocks TWEAK-Fn14 interaction in a reporter cell assay | TWEAK-stimulated Fn14 reporter cells, luciferase luminescence, 8 h | inhibition, % at 10 µM | actives 2% (n = 360,000) | AID 1159606; in the data active = inhibition above about 50%
NR2F2 inh: blocks human COUP-TFII nuclear receptor | HEK293T NGFI-A luciferase reporter, luminescence | inhibition, % at 8.6 µM | actives 0.7% (n = 370,000);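 active = inhibition above a per-plate cutoff, mean inhibition of test wells between control levels plus 3 SD, cut at about 38% in these data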;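 note: cells cotransfected with COUP-TFII expression vector driving the NGFI-A reporter; 0% = median of COUP-TF2 test wells and 100% = reporter-only cells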
* hit, by the source's call; · = no result given; & = joins results of further samples. The list is partial. The share of hits here may be higher or lower than overall.

smiles,LRH-1 inv ag,NCOA3 inh,NCOA1 inh,LMP1 NFkB inh,TROY signal inh,NCOA2 inhibitor,TLR9-MyD88 inh,TRAIL sens C8,NOD2 RIPK2 PPI,TWEAK Fn14 block,NR2F2 inh
O=C(CC(=O)Nc1ccccc1[N+](=O)[O-])Nc1ccccc1[N+](=O)[O-],9,6,13,10,1,1,-4,8,-8,-16,0
Cc1ccc(OC(=O)CCNC(=O)c2ccccc2Cl)c(Br)c1,15,7,3,1,-31,-1,7,-10,10,3,-22
O=C(CSc1nc2c(c(=O)[nH]1)CN(Cc1ccc(F)cc1)CC2)Nc1ccc(F)cc1,10,-5,-28,-3,15,-9,9,11,5,23,9
CCCN(C(=O)CSCc1ccccc1C)c1c(N)n(Cc2ccccc2)c(=O)[nH]c1=O,5,12,7,-5,-5,-7,-3,5,-11,6,13
CN1C2CCC1/C(=C\c1ccccc1)C(=O)/C2=C\c1ccccc1,17,8,11,-63,-7,10,-1,36,-5,56*,7
Cc1ccc(CN2C(=O)C(CC(C)C)Nc3ncnc(N4CCN(c5ccccc5)CC4)c32)cc1 (configuration not stated),18&-21,14&-12,-37&-13,-11,-8&9,-9&14,-2,16&0,3&-4,-3&-11,12&-5
CCN(C(=O)COC(=O)CNC(=O)c1ccc(C)s1)c1ccccc1,-3,6,-14,1,-9,-24,1,3,6,21,-12
CCOC(=O)Cc1csc(NC(=O)COc2ccccc2)n1,-1,-8,7,-2,5,-12,-9,-13,-2,13,-1
CC1CCN(c2c(NCC3CCC(C(=O)NCc4ccc(F)cc4)CC3)c(=O)c2=O)CC1 (configuration not stated),-11,8,2,0,-5,-7,1,-6,16,-12,-12
Cc1ccc2ncccc2c1N,7,14,-30,-1,12,6,1,-2,5,-20,10
COc1ccc(OC)c(NS(=O)(=O)c2ccc(Cl)s2)c1,24,-11,-2,4,-6,-5,2,-7,-1,9,3
Cc1ccc(S(=O)(=O)NCc2cc(=O)n(C)c(=O)n2C)cc1C,-16,-7,0,-1,5,-18,-1,-11,-4,19,7
COC(=O)N1c2ccccc2C=Cc2ccccc21,-12,-17,6,-10,-10,-9,-4,8,-10,14,7
COc1cccc(CN2CCNC(=O)C2CC(=O)N(C)Cc2cnccn2)c1OC (configuration not stated),13,19,8,13,-11,-19,-13,-6,3,6,1
O=C(NCC1CCCO1)c1ccc2c(=O)n(CC3CCCO3)c(SCC(=O)N3CCCC3)nc2c1 (configuration not stated),5,17,-5,-9,4,0,3,-3,0,12,15
OC[C@H]1O[C@@H](n2cnc3c(Nc4ccccc4)ncnc32)[C@H](O)[C@@H]1O,-66,-48,-135,7,-24,-67,-1,-13,-6,-43,-64
Cc1cc(Cl)ccc1OCCCC(=O)Nc1cccc(-n2cnnn2)c1,19,-21,-8,0,20,20,-3,-9,-2,13,-9
O=S1(=O)CC=C(CSc2nc3ccccc3[nH]2)C1,3,-5,-4,-5,-26,-30,8,-3,-3,6,3
COC(=O)c1ccc(N2CN=C(c3ccc(C)cc3)NC2=S)cc1,-2,-8,-11,14,-4,-28,-6,-4,1,-20,-9
c1ccc2c(c1)C1=NCCN1c1ccccc1-2,49,-227,-52,13,-87,-337,6,35,6,-57,-28
CCNc1nc(NC(C)(C)C)nc(N(CC)n2cnnc2)n1,-1,-17,0,1,0,19,2,0,7,4,-3
O=C(COC(=O)c1cc(S(=O)(=O)N2CCCCC2)ccc1N1CCOCC1)c1ccccc1Cl,-2,-7,14,5,-18,18,7,2,-11,-10,10
COc1ccccc1C(=O)NC(CCSC)C(=O)NC1CC1 (configuration not stated),13,-2,-4,5,1,2,1,2,-9,5,5
COC(=O)c1ccsc1NC(=O)CSc1nnnn1-c1ccccc1SC,3,20,-3,7,10,-21,4,-4,-9,2,20
CCOC(=O)C1CCN(Cc2cnc(Oc3ccc(OC)cc3)s2)CC1,-7,14,10,3,-6,16,1,-9,-7,-7,4
Cc1nc(C)c(-c2csc(Nc3ccccn3)n2)s1,-120,-98,-54,-1,-4,-21,-10,20,5,55*,3
CSc1ccc(CN(C)C(=O)C23CC4CC(CC(Cl)(C4)C2)C3)cc1,4,-1,-7,5,2,1,-6,11,-1,-7,4
CC(=O)c1cccc(NC(=O)Oc2ccccc2)c1,7,-5,12,-2,-3,3,1,-10,-1,-1,29
COc1cc(/C=N/Nc2ccc(Cl)cc2)ccc1OC(=O)c1cccs1,30,11,9,-3,-16,-38,-2,-6,2,-18,-17
CC(C)c1ccc(-c2c(NCCc3ccccc3)c(=O)c2=O)cc1,6,8,16,5,8,-14,10,-10,-6,8,20
CC1=CC2=NC(=O)CC(C)(C(=O)N(CC(=O)NC(C)(C)C)Cc3cccs3)N2C=C1 (configuration not stated),-2,9,-12,0,12,-7,3,-18,-3,18,1
CCCCn1c(N)c(N(CC(C)C)C(=O)Cc2ccc3c(c2)OCCO3)c(=O)[nH]c1=O,-4,-23,-6,3,-5,7,1,4,-16,-4,6
O=C(Nc1cccc(Cl)c1)c1cccc(N2C(=O)C3CC=CCC3C2=O)c1 (configuration not stated),-25,-24,-25,-2,3,1,3,3,-2,13,2
Cc1cccc(N2CCN(C(=O)c3ccc4ncsc4c3)CC2)c1C,-14,-46,-87,2,-42,-6,-2,15,-7,21,19
Cc1onc(-c2ccccc2)c1C(=O)N1CCCCCC1,3,1,-12,7,-3,5,-1,-28,-3,9,1
O=C1C=C(NCc2ccc(Cl)c(Cl)c2)C2(CCCCC2)O1,7,20,6,8,17,2,-20,-23,5,-2,-18
Cc1ccc(NC(=O)C2CCCN(S(=O)(=O)c3cccc4nonc34)C2)cc1 (configuration not stated),11,4,11,6,21,8,-4,-8,0,-13,3
COc1ccc(S(=O)(=O)N2CCN(C3Cc4ccccc4C3)CC2)cc1,5,4,-27,9,2,-16,5,-7,-6,0,0
CSCCC(CO)NC(=O)OCc1ccccc1 (configuration not stated),-4,0,-12,-5,19,-32,-3,8,-9,6,-32
O=C(C1CCN(S(=O)(=O)c2cccs2)CC1)N(c1ccccn1)C1CCCCC1,-6,5,-1,4,-5,10,-12,-5,3,-6,5
COc1ccc(-c2[nH]ncc2CN(C)Cc2cnccn2)c(OC)c1,8,1,9,0,4,7,0,-8,-1,20,-11
COc1ccccc1NCC(=O)N/N=C/C=C/c1ccccc1,-18,-40,-53,-9,-38,6,-3,-4,-17,-15,-3
COc1ccc(CNC2c3ccccc3-c3ccccc32)cc1OC,-3,-3,-14,6,8,9,3,-10,1,9,-10
O=C(c1noc2c1CCCC2)N1CCN(c2ccccc2)CC1,-19,-10,-7,-2,-28,·,-1,-20,3,-6,·
COC(=O)CC1C(=O)NCCN1C(=O)Nc1cccc(Cl)c1 (configuration not stated),12,23,-1,-1,2,-8,-8,-7,-11,7,-9
O=C(Nc1cccc([N+](=O)[O-])c1)c1ccc2c(c1)OCO2,-96,-41,-52,-12,-95,-22,1,-11,3,-16,-55
O=C(C1CCC(CNS(=O)(=O)c2cccs2)CC1)N1CCCCC1 (configuration not stated),-4,11,-3,2,4,10,-4,-7,2,-9,14
Cc1ccc(S(=O)(=O)N2CCN(C(=O)CCC(=O)NCCc3ccc(S(N)(=O)=O)cc3)CC2)c(C)c1,-9,12,16,1,-5,19,-10,-3,-1,-17,11
COc1cccc(C(=O)NNC(=O)c2ccccc2Br)c1,-15,-3,-17,0,-22,-17,-1,-3,1,-16,-13
O=C(COC(=O)COc1ccc(Br)cc1)NNC(=O)c1ccccc1,-27,-24,-6,-4,-4,7,3,-13,-15,2,-7
O=C(Cn1ncn2c(cc3ccccc32)c1=O)NCCc1cccs1,0,10,0,-9,-24,·,12,4,-7,-24,·
CCOc1ccc2nc(NCCCNC(=O)c3cc(OC)c(OC)c(OC)c3)c(C#N)cc2c1,2,-16,3,-1,7,-3,-2,-5,-6,-10,-7
CCNS(=O)(=O)c1ccc2nc(NC(=O)c3cccnc3)sc2c1,-33,-44,-16,-1,-31,-26,3,8,-2,7,3
Cc1ccc(NC(=O)CN2C(=O)N/C(=C/c3ccc(C)s3)C2=O)cc1,-13,-6,-8,0,-58,-15,4,-12,1,-22,18
Cc1cccc(NC(=O)CC2NC3CCCCC3NC2=O)c1 (configuration not stated),-1,-11,6,4,1,-6,0,0,10,7,-1
Cc1cccc2cc(/C=N/NC(=O)[C@H]3C[C@@H]3c3ccccc3)c(Cl)nc12,-1,-5,-1,0,-9,4,-2,-8,-13,-11,-3
COc1ccc(C2=NS(=O)(=O)N(C)C(C(=O)N3C(C)CCCC3C)=C2)cc1 (configuration not stated),4,-4,10,-11,-1,-10,-13,18,0,-3,1
O=C1/C(=C/c2ccccc2)Nc2ccccc21,-27,-22,-19,-5,-22,-27,-8,-2,2,-21,0
CCOC(=O)c1c(C)nc(C)c2c(=O)oc3ccccc3c12,-28,-15,-26,-1,-55,3,2,-14,6,-39,-9
COc1cc(OC)c2ccc(=O)oc2c1C(CCN1CCCC(C)C1)c1ccc(N(C)C)cc1 (configuration not stated),10,9,-29,3,-7,-19,-4,4,3,-6,-11

Next part:
smiles,LRH-1 inv ag,NCOA3 inh,NCOA1 inh,LMP1 NFkB inh,TROY signal inh,NCOA2 inhibitor,TLR9-MyD88 inh,TRAIL sens C8,NOD2 RIPK2 PPI,TWEAK Fn14 block,NR2F2 inh
C/C(=N\NC(=O)c1cccc(F)c1)c1ccc(Br)s1,-89,-10,-36,18,-29,-32,4,28,2,-14,-38
Cc1cccc(NCCC#N)c1,-9,9,12,13,-10,-8,-3,-4,4,-5,-4
COc1ccccc1CNC(=O)N[C@@H](Cc1ccccc1)C(=O)O,-1,15,11,-2,5,12,4,-3,-5,22,11
Cc1cnc(=O)[nH]c1SCc1ccc([N+](=O)[O-])cc1,22,15,13,-1,34,-6,8,-6,-7,0,7
COc1cc(CN2C[C@@H](CO)O[C@@H](n3cnc4c(NCc5ccco5)ncnc43)C2)cc(OC)c1OC,19,-6,15,·,6,-26,·,1,-15,19,-8
O=C(Cn1nc(C(=O)O)c2ccccc2c1=O)NCc1ccco1,10,5,-3,-5,15,-31,-1,3,-1,-3,2
CCN(CC)S(=O)(=O)c1ccc(C)c(N=C=S)c1,9,8,-8,-5,-2,-13,-9,1,5,1,-8
COc1cc(/C=C(\NC(=O)c2ccccc2)C(=O)N2CC3CC(C2)c2cccc(=O)n2C3)cc(OC)c1OC (configuration not stated),-5,11,-3,5,2,3,7,-8,4,-18,-1
Cc1nn(C(=O)c2ccco2)c(C)c1Sc1ccc(Br)cc1,4,13,7,2,-6,-5,-5,-14,2,-12,-4
Cc1ccc(N2CCN(C(=S)Nc3ccccc3)CC2)cc1,-13,18,-1,5,19,-6,-4,-2,-2,10,17
COc1cc(NC(=O)c2ccc(-c3c(C)noc3C)c3ccoc23)cc(OC)c1OC,19,3,-2,·,-6,-1,·,19,4,46,-20
